N370S GC – inhibits or activates N370S mutant glucocerebrosidase; P04062; N370S GC spleen homogenate, 4MU-glucoside fluorescence; Potency, µM (top dose mostly 59.4 µM), for the others: top-dose activity change, negative = inhibition, usual class: inhibitors; hit rate 0.092% among 330,000; AID 2101;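 note: 0% = full enzyme activity and -100% = no enzyme basal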
TDP1 inh – inhibitors of human tyrosyl-DNA phosphodiesterase TDP1; Q9NUW8; recombinant TDP1, AlphaScreen DNA substrate cleavage; Potency, µM (highest dose often 130 µM), inactives show at the top dose activity change, negative = inhibition, most hits filed as inhibitors; hit rate 0.28% among 350,000; note: nearly all actives have a fitted effect of over 40% in size
Target sequence (Q9NUW8 whole entry, looked up): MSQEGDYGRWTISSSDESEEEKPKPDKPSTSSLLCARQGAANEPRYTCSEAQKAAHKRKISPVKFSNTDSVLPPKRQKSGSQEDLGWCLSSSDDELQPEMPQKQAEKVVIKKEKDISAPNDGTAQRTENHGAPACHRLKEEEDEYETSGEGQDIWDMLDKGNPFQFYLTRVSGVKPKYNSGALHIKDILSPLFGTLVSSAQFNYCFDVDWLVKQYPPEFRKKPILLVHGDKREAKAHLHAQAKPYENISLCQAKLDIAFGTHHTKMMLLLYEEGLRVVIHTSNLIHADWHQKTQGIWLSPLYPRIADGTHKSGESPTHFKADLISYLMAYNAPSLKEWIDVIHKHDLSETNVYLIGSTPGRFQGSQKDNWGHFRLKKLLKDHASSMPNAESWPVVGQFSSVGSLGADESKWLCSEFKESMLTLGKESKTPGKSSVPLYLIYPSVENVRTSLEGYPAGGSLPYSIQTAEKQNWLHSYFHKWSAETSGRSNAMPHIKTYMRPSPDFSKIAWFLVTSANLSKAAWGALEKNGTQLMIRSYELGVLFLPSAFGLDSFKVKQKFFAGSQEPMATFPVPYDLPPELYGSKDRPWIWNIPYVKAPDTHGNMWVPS
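Compounds were preincubated with Tdp1 (1 nM final) for 15 min at room temperature before substrate (15 nM final) started a 5 min reaction; beads (10 ug/ml final) were then added for 10 min before AlphaScreen detection.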
FEN1 inh – human FEN1 inhibition | Potency, µM (doses to about 114 µM), for the others: top-dose activity change, negative = inhibition, actives largely listed as inhibitors | P39748 | hit rate 0.35% among 390,000 | Recombinant FEN1 flap cleavage, fluorescence, 15 min | AID 588795; note: nearly all actives have a fitted effect of over 65% in size
Target sequence (P39748 whole entry, looked up): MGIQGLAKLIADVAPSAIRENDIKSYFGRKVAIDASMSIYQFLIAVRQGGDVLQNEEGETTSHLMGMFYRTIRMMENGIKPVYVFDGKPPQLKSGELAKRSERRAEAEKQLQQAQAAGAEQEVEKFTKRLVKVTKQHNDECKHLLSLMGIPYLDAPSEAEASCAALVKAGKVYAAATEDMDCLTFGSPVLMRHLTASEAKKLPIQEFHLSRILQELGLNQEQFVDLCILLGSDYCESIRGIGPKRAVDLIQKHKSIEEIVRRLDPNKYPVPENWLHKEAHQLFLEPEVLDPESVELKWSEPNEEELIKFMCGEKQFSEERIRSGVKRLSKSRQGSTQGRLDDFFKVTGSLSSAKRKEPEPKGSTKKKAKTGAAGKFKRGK
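Quantitative HTS format: each compound was titrated, incubated with 10 nM nuclease for 15 min at room temperature, then challenged with flap substrate at 50 nM final. Signal change over 15 min gave concentration–effect curves.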
* marks the source's active call; other numbers are inactive results; ? = inconclusive; · = not tested or not shown; & = joins results of further samples; [ ] = another dose, or the depositor's remark. Calls come from the whole dose curve; as a rule, active = well fitted curve in the direction sought with a large enough effect; inconclusive = small, poorly fitted or top-dose-only effect, or another doubt; inactive = no such curve, though single readings can be large; an effect the other way counts as inactive or inconclusive. Unless noted, % is set by controls: 0 for no effect and ±100 for the full control effect; potency is the fitted concentration of half-maximal effect.

N370S GC | TDP1 inh | FEN1 inh | Molecule
-12.4% | 0.0% | 2.6% | COC(=O)c1ccc(N2C(=O)CC(N(C)Cc3ccccc3)C2=O)cc1 (stereo not drawn)
· | -5.9% | 2.7% | COc1cc2c(cc1NC(=O)C(c1ccccc1)c1ccccc1)CCCC2
· | 6.6% | 2.4% | COc1ccc(CNS(=O)(=O)c2cnc(N)nc2)cc1
7.3% | -6.9% | -15.9% | CCOC(=O)Cc1ccc2sc(-c3ccccc3)nc2c1
6.0% | 0.0% | 8.2% | COc1ccc(CCNC(=O)C2CCN(S(=O)(=O)N3CC(C)CC(C)C3)CC2)cc1OC (stereo not drawn)
2.1% | 5.6% | 2.2% | Cc1cc(C)cc(C(=O)N2CCC(CCC(=O)NC3CC3)CC2)c1
-14.6% | 4.8% | -1.7% | CC/C(=C\c1oc2cc3ccccc3cc2[n+]1CC)Nc1ccccc1
13.1% | -12.8% | 6.7% | COC(=O)c1sccc1NC(=O)CC1C(=O)NCCN1C(=O)c1ccc(N(C)C)cc1 (stereo not drawn)
9.5% | -7.7%&-4.4% | -21.2%&-10.9% | O=C(Cn1cc(SCc2cccc(Cl)c2)c2ccccc21)N1CCOCC1
4.5% | 9.1% | -0.6% | Cc1cc(C(=O)NCC(=O)OCC(=O)N(C2CCCCC2)C2CCCCC2)ccc1[N+](=O)[O-]
-0.4% | 1.4% | 10.9% | CC(C)C[C@@]12C(=O)N(c3cccc(Cl)c3)C(=O)N1[C@H](c1ccc(F)cc1)[C@@H]1C(=O)N(C3CCCCC3)C(=O)[C@@H]12
-17.6% | 5.0% | · | CCCCCCCCCCCCCCCC(=O)NCCCC(=O)O
· | -0.1% | 10.4% | O=C(CN1C(=O)NC(CCc2ccccc2)C1=O)Nc1cccc(Br)c1 (stereo not drawn)
? | 1.6%[56.1 µM] | -8.5% | Cc1cn(C(=O)c2ccccc2)c(=S)n1-c1ccc(Br)cc1
0.0% | 5.3% | 0.0% | COc1ccc(Br)cc1CN1CCN(S(=O)(=O)Cc2ccccc2)CC1

Reformatted in markdown: entries from further up
| canonical_smiles | N370S GC | TDP1 inh | FEN1 inh |
| --- | --- | --- | --- |
| CCOC(=O)Cc1ccc2sc(-c3ccccc3)nc2c1 | 7.3% | -6.9% | -15.9% |
| COC(=O)c1ccc(N2C(=O)CC(N(C)Cc3ccccc3)C2=O)cc1 (stereo not drawn) | -12.4% | 0.0% | 2.6% |

(more compounds)
N370S GC | TDP1 inh | FEN1 inh | Molecule
1.7% | 1.1% | 1.5% | COCC1CCN(C(=O)CCc2nnc(C3(c4ccc(Cl)cc4)CCC3)o2)CC1
10.3% | 8.1% | -0.4% | Cc1cc(C(=O)OCC(=O)N2CC(=O)Nc3ccccc32)c(C)n1-c1ccc(F)cc1
0.3% | 2.8% | -2.3% | Cc1ccc2nc(-c3ccccn3)c(NC3CCCC3)n2c1
· | 2.0% | 0.8% | CCOc1cc2sc(N3CCC(C(=O)Nc4ccc(C)cc4C)CC3)nc2cc1Br
3.6% | -2.5% | 9.3% | O=C(c1ccccc1Cl)N(Cc1ccc(Br)cc1)N1C(=O)CCC1=O
· | 0.2% | -26.3% | COc1cccc(-c2sc3ccc(OC)cc3c2-c2ccc(O)cc2)c1
· | 0.0% | 18.6% | Clc1ccc(N2CCN(Cc3nnc(-c4ccc5c(c4)OCO5)o3)CC2)cc1
3.4% | 14.1% | -6.0% | O=[N+]([O-])c1cc(Cl)ccc1NCCc1ccccn1
-3.9% | · | -20.5% | COc1cccc(CNC(=O)CCC(=O)N2CCSc3ccccc32)c1OC
-2.5% | 2.5% | 17.0% | CN(C)c1ccc(C2N(c3ccc(Cl)cc3)C(=O)C3CCCN32)cc1 (stereo not drawn)
-1.3% | 8.6% | 4.8% | O=C(CN1CCN(CC(=O)c2ccc(F)cc2)CC1)Nc1ccccc1Cl
-6.7% | · | -15.2% | O=C(N/N=C\C=C\c1ccco1)c1cncc(Br)c1
-10.4% | · | -0.7% | CNC(=O)c1c[nH]c2ccc(S(=O)(=O)Nc3cccc(SC)c3)cc2c1=O
6.1% | -1.9% | ? | CCCCCCCCCCS(=O)(=O)N/N=C/c1ccccc1OC
? | 4.2% | -18.8% | CN1CCC(N(C)C(=O)/C=C/c2cn(-c3ccccc3)nc2-c2cccs2)CC1

5 of the compounds above, tab-delimited.
molecule	N370S GC	TDP1 inh	FEN1 inh
COc1ccc(Br)cc1CN1CCN(S(=O)(=O)Cc2ccccc2)CC1	0.0%	5.3%	0.0%
COCC1CCN(C(=O)CCc2nnc(C3(c4ccc(Cl)cc4)CCC3)o2)CC1	1.7%	1.1%	1.5%
Cc1cc(C(=O)OCC(=O)N2CC(=O)Nc3ccccc32)c(C)n1-c1ccc(F)cc1	10.3%	8.1%	-0.4%
Cc1ccc2nc(-c3ccccn3)c(NC3CCCC3)n2c1	0.3%	2.8%	-2.3%
CCOc1cc2sc(N3CCC(C(=O)Nc4ccc(C)cc4C)CC3)nc2cc1Br	·	2.0%	0.8%

(further entries)
N370S GC | TDP1 inh | FEN1 inh | Molecule
· | 0.3% | -4.2% | CCn1nc(C(=O)NNC(=O)C2CSC3(C)CCC(=O)N23)c2ccccc2c1=O (stereo not drawn)
-15.1% | · | 17.4% | Cc1cccc(-c2nc3ccccc3c(=O)n2N)c1
· | -4.7% | 8.9% | O=C(NCC1(c2ccccc2)CCCC1)C(=O)Nc1cccc(C(F)(F)F)c1
1.6% | 1.1% | -7.2% | COc1ccc(-c2noc(CSc3nnc(Cc4ccccc4)n3-c3cccc(C)c3)n2)cc1OC
4.5% | 5.5% | -6.2% | CCOC(=O)c1c(C)n(C)c2ccc(OC)c(NC(=O)CN3CCC(C(=O)OCC)CC3)c12
5.4% | 1.0% | -0.2% | CCC(C)NC(=O)NC(=O)N(C1CCCCC1)S(C)(=O)=O (stereo not drawn)
6.0% | 2.3% | 0.7% | Cc1cc(NC(=O)CSc2nc3ccccc3n2CC(=O)N2CCCCC2)no1
? | 10.7% | -11.2% | Cc1ccc(S(=O)(=O)N(CC(=O)N=Nc2c(O)[nH]c3ccccc23)c2ccc(C)c(C)c2)cc1
4.4% | 2.8% | -4.8% | CC(c1ccco1)N(C(=O)c1ccccc1NS(=O)(=O)c1ccc(Cl)cc1)c1ccccn1 (stereo not drawn)
8.7% | 3.2% | 20.1% | Cc1cc(C(=O)N2CCCC(N3CCN(c4cccc(C(F)(F)F)c4)CC3)C2)nn1C (stereo not drawn)
-9.1% | 5.0% | -2.6% | O=C(NCCN1CCOCC1)c1cc(-c2ccc(Cl)cc2Cl)on1
-19.2% | 5.1% | 0.0% | Nc1nc(SCC(=O)c2cc(F)ccc2F)n[nH]1
7.3% | 1.1% | 1.5% | CCC(CC)NC(=O)c1ccccc1Oc1ccccc1
10.6% | 5.3% | 3.0% | c1ccc(-c2nn3c(Cn4cnc5ccccc54)nnc3s2)cc1
2.6% | 12.0% | -9.0% | COc1ccc(-n2cnc3cc(NCc4cccs4)ccc32)cc1
5.0% | 4.8% | -1.9% | CC(CCc1ccco1)NC(=O)Nc1cccc(F)c1 (stereo not drawn)
· | -1.1% | -6.4% | Cc1cccc(CSCCNC(=O)CN(c2ccccc2)S(=O)(=O)N(C)C)c1
? | 10.5% | -6.6% | Cc1ccc(CN2CCSc3ccc(C(=O)NCc4ccccn4)cc32)cc1
-6.2% | 0.0% | -4.6% | CNc1oc(-c2cccs2)nc1S(=O)(=O)c1ccccc1
2.1% | -5.1% | 0.8% | O=C(Nc1ccc(NC(=O)c2ccccn2)cc1)C(=O)Nc1ccc2c(c1)OCCO2
· | 3.2% | 7.4% | Fc1ccc2c(c1)-c1nc(-c3ccccc3)cc(-c3ccccc3)c1CO2
· | 0.3% | -16.8% | C#CC(=O)CCC1CCCN1C(=O)OC(C)(C)C (stereo not drawn)
· | 0.0% | -5.6% | CCOC(=O)c1c(C)c(-c2ccccc2)n(CC(=O)NCc2ccccc2)c1C
-1.7% | ? | 7.8% | O=C(CCl)N1c2ccccc2SCC1c1ccccc1 (stereo not drawn)
9.2% | 1.0% | -3.7% | COc1ccc(N(C(=O)c2ccco2)S(=O)(=O)c2cc(Cl)c(Cl)cc2Cl)cc1
10.7% | -2.6% | -2.3% | COc1ccccc1/C=C/C(=O)OCC(=O)Nc1ccc(Cl)cn1
5.0% | 0.0% | -8.2% | CCC(=O)Nc1ccc(C(=O)CSc2nc3ccccc3cc2CC)cc1
-0.7% | · | 5.4% | CCCOc1ccc(N2C(=O)C3C4C=CC(CC4)C3C2=O)cc1 (stereo not drawn)
-13.3% | -9.9% | -13.6% | Cc1nc(C)c(-c2ccc(SCc3cccc(F)c3)nn2)s1
-3.3% | · | -2.7% | COCCCN1CN(Cc2ccco2)CNC1=S
-1.6% | · | 1.5% | CN1C(=O)c2ccc(NC(=O)c3cccc4ccccc34)cc2C1=O
· | 3.6% | -1.0% | CC(C)c1cc(C(=O)NC(C)c2ccccc2)no1 (stereo not drawn)
· | -2.7% | 12.8% | Nc1ncnc2c1ncn2[C@@H]1O[C@H](CNCc2cccn2-c2nccs2)[C@@H](O)[C@H]1O
· | -1.1% | -0.8% | O=C(Nc1cccc(-c2csc(-c3ccccc3)n2)c1)c1cccs1
0.7% | 0.6% | 11.1% | Cc1nc2ccc(S(=O)(=O)NCC(=O)Nc3ccc(F)cc3)cc2s1
4.9% | 4.6% | -10.2% | O=C(CN1C(=O)NC2(CCCCC2)C1=O)NCc1ccc2c(c1)OCO2
-19.5% | 0.0% | 0.8% | COc1ccccc1-c1cc(SC)c(C#N)c(=O)o1
-15.7% | 5.4% | 10.6% | COc1ccc(CNC(C)CCc2ccccc2)cc1 (stereo not drawn)
· | 0.6% | -24.4% | Cc1ccsc1C(=O)OCC(=O)c1cc(C)n(C)c1C
-2.0% | ? | ? | COc1ccc(NC(=O)CSc2nc(O)cc(=O)n2C)cc1
· | -2.9% | 14.8% | CCC(Cc1ccccc1)NC(=O)c1csc2c1CCCCC2 (stereo not drawn)
2.0% | -7.3% | 2.8% | O=C(C1CCCN(Cc2ccc3c(c2)OCO3)C1)N1CCCC1 (stereo not drawn)
10.6% | 8.3% | ? | Cc1ccccc1CSc1n[nH]c(NS(=O)(=O)c2ccccc2)n1
· | 0.0% | 1.6% | CCOc1ccc(NC(=O)CSc2nnc(Cn3cnc([N+](=O)[O-])n3)n2CC)cc1
-10.6% | 0.6% | -8.9% | CCOC(=O)C1CCN(C(=O)c2ccc(OCC(=O)N3CCOCC3)c(OC)c2)CC1
2.0% | 3.9% | -2.8% | COc1ccc(CNC(=O)[C@@H]2CCCN2C(=O)[C@@H]2Cc3ccccc3CN2C(=O)OC(C)(C)C)cc1
· | -11.0% | -12.9% | CC1(c2ccc3ccccc3c2)NC(=O)N(CC(=O)Nc2ncccc2O)C1=O (stereo not drawn)
· | 0.7%[56.1 µM] | -12.7% | COc1ccc(CN2C[C@H]3CCCN3c3cc(Br)ccc3S2(=O)=O)cc1
? | 1.0% | -5.4% | O=C1C(=O)N(Cc2cccnc2)C(c2ccccn2)/C1=C(/O)c1ccc(F)cc1 (stereo not drawn)
2.6% | -1.0% | 5.0% | CCOc1c2ccc(C(=O)NCc3ccccc3OC)cc2nn1CC
-6.7% | 0.6% | 4.8% | Cc1sc2nc(CN3CCCC3)nc(NCc3ccncc3)c2c1C
· | 5.2% | -10.6% | COc1ccc(CCN2C(=O)CN(C3CCCCCC3)C(=O)C2c2ccc(C)cc2)cc1OC (stereo not drawn)
-3.2% | 5.0% | -4.3% | COc1ccc(N2CCN(CC(O)COC(C)(C)C)CC2)cc1 (stereo not drawn)
· | -2.6% | 17.3% | COc1cc(NC(=O)Cn2nc(-c3ccc(C)c(C)c3)ccc2=O)cc(OC)c1
-0.3% | 6.7% | -14.8% | Cc1cccc(NC(=O)c2ccc3nccnc3c2)n1
1.1% | 8.7% | 4.4% | O=C(O)c1ccc(N/N=C2/CCCc3ccccc32)cc1
0.2% | 1.1% | -8.3% | CCCCN(CC)S(=O)(=O)c1ccc2c(c1)CCCN2C(C)=O
-2.2% | 1.1% | 12.5% | COc1cc(/C=C/C(=O)OCC(=O)N(C)C2CCS(=O)(=O)C2)ccc1OC(F)F (stereo not drawn)
29.4% | -2.7% | -16.3% | O=C(Nc1ccccc1)c1nsnc1C(=O)Nc1ccccc1
· | 5.5% | 7.1% | Cc1ccc(CNS(=O)(=O)c2ccc3c(c2)CCN3S(C)(=O)=O)cc1

Later entries
N370S GC | TDP1 inh | FEN1 inh | Molecule
-35.5% | 6.5% | -15.2% | O=C(NCCN1CCOCC1)c1ccc(-c2ccccc2)cc1
-14.3% | 2.5% | 1.7% | Cn1c(=O)c2c(ncn2CC(=O)N2CCN(c3ccc([N+](=O)[O-])cc3)CC2)n(C)c1=O
8.1%[2.35 µM] | 2.0% | -0.6% | CCOC(=O)c1ccc(NC(=O)C2C3C=CC(C3)C2C(=O)O)cc1 (stereo not drawn)
· | 1.6% | -3.3% | O=C(COc1ccccc1F)Nc1ccc2nc(SCC(=O)N3CCOCC3)sc2c1

Sorted by value in FEN1 inh (smallest number first): three from the list above
mol | FEN1 inh
O=C(NCCN1CCOCC1)c1ccc(-c2ccccc2)cc1 | -15.2%
O=C(COc1ccccc1F)Nc1ccc2nc(SCC(=O)N3CCOCC3)sc2c1 | -3.3%
Cn1c(=O)c2c(ncn2CC(=O)N2CCN(c3ccc([N+](=O)[O-])cc3)CC2)n(C)c1=O | 1.7%

High-throughput results: PubChem, National Center for Advancing Translational Sciences (NCATS)
